# Screens deposited in PubChem by several laboratories.
# DAX1 inh-1: blocks DAX1 repression of SF-1 activated StAR promoter. HEK293T StAR-luciferase reporter, SF-1/DAX-1 repression relief. inhibition, % at 6.8 µM. 370,000 compounds, 1.1% hits. AID 652010;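 active = inhibition above the mean over all tested compounds plus 3 SD, cut at about 3.6% in these data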;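 note: 0% = DAX-1 cells with DMSO and 100% = cells lacking DAX-1 with DMSO; higher inhibition means more luminescence from relief of DAX-1 repression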
# PG9 Ab binder: binds the HIV-1 gp120 antibody PG9. TR-FRET gp120-PG9 antibody binding. inhibition, % at 6.7 µM. 360,000 compounds, 0.43% hits. AID 624416; in the data active = inhibition above about 8.5%
# hgDAF12 agonist: hgDAF-12 agonism, primary luciferase screen; activation, % at 6.8 µM; 370,000 compounds, 1.8% hits; HEK293 GAL4-hgDAF12 UAS-luciferase reporter, agonist luminescence; normalized to butyrate control;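 active = activation above a cutoff set at the mean of all screened compounds plus 3 SD, cut at about 10% in these data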;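 note: 0% = DMSO wells and 100% = sodium butyrate wells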
# ssDAF-12 act: activators of S. stercoralis DAF-12 nuclear receptor; 370,000 compounds, 1% hits; activation, % at 6.8 µM; AID 652126; HEK293 ssDAF-12/GRIP1 lit1-tk-luc reporter, luminescence; % of 3 µM dafachronic acid response;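 active = activation above the mean over all tested compounds plus 3 SD, cut at about 0.9% in these data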;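 note: 0% = DMSO-only wells and 100% = 3 µM delta7-dafachronic acid wells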
# HGIII-sPLA2 inh: Inhibits HGIII-sPLA2 liposome hydrolysis, primary screen | QFRET BODIPY PC-A2 liposome hydrolysis, fluorescence | 370,000 compounds, 0.56% hits | inhibition, % at 12.2 µM;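 active = inhibition above mean plus 3 SD of compounds lying within the high and low control bounds, cut at about 19% in these data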;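 note: 0% = median of test compound wells and 100% = no enzyme DMSO wells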
# Rev-erbA mod: modulates human Rev-erb alpha binding to DNA. Rev-erbα–FITC-DNA binding, fluorescence polarization, 90 min. activity, % at 10 µM. 370,000 compounds, 0.79% hits. P20393. AID 1259318;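 active = activity above about 14%, limit read from the data; passing the limit was not always enough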;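 note: 0% = DMSO wells with 35 nM protein and 100% = DMSO wells with 750 nM protein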
# SMARCA2 activ: activators of SMARCA2 function. AID 652017. MG213 cells, MMTV-luciferase reporter, dexamethasone, overnight. activation, % at 9.1 µM. 370,000 compounds, 1% hits; in the data active = activation above about 7.8%;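 note: 0% = vehicle wells and 100% = reference activator wells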
# FXN GAA850 act: increases GAA850 frataxin promoter reporter activity | activation, % at 6 µM | HEK293 lucGAA850 FXN promoter luciferase reporter, 24 h; percent of 10 µM SAHA response | AID 540364 | 360,000 compounds, 0.56% hits;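 active = activation above the average of all compounds screened plus 3 SD, cutoff fixed separately per campaign, cut at about 7.5% in these data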;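 note: 0% = DMSO wells and 100% = 10 µM SAHA wells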
# PLC-beta3 inh: inhibitors of human phospholipase C beta3 | Purified PLC-beta3, fluorogenic substrate, fluorescence | inhibition, % at 12.2 µM | 370,000 compounds, 0.18% hits | AID 720704; in the data active = inhibition above about 11%;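 note: 0% = median of compound wells on plate and 100% = full blocker control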
# Target sequence (Q01970 whole entry, looked up): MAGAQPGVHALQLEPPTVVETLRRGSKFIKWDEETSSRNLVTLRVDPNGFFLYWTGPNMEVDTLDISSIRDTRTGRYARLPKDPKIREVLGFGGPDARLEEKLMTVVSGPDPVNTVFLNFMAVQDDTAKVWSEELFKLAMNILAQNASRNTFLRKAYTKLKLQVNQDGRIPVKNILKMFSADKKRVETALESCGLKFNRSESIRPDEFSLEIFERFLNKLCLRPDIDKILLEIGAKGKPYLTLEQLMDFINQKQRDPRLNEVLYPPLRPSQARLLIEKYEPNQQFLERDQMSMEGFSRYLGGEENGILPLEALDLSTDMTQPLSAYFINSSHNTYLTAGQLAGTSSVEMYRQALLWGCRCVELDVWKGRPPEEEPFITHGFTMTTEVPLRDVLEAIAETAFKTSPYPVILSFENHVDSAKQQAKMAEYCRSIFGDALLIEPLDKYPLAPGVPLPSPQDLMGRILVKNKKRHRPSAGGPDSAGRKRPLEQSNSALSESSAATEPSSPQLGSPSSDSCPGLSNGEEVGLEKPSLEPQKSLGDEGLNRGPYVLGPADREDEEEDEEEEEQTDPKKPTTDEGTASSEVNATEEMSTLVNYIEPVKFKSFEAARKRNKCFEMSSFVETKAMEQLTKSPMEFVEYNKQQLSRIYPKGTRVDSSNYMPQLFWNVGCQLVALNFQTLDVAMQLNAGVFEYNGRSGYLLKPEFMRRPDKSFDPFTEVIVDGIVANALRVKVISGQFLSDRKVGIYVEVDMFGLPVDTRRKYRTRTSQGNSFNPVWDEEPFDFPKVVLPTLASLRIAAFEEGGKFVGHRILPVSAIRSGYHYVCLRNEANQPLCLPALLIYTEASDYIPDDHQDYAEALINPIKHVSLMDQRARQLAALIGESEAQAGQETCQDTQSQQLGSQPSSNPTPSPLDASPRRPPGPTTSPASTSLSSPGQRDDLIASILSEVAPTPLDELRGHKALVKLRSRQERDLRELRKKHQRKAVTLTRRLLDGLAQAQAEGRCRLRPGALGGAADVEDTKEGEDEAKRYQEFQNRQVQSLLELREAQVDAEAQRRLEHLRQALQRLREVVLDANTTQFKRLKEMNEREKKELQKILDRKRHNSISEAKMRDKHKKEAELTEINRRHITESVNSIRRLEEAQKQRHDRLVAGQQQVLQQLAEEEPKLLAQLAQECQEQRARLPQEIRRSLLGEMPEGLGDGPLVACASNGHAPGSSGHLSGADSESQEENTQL
# DAX1 inh-2: NR0B1 (DAX1) inhibition; AID 504766; HEK293 Gal4-DAX1 luciferase reporter, luminescence; P51843; 340,000 compounds, 0.99% hits; inhibition, % at 6.75 µM;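 active = inhibition above the mean over all tested compounds plus 3 SD, cut at about 4.2% in these data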;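 note: 0% = DAX1-transfected cells with DMSO and 100% = empty-vector control cells with DMSO; inhibition shows as a rise in luminescence from relieved DAX1 repression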
# hcDAF-12 act: H. contortus DAF-12 activation, primary screen | HEK293 hcDAF-12 lit1-tk-luc reporter, luminescence; 0% DMSO, 100% Δ7-dafachronic acid | activation, % at 6.8 µM | 370,000 compounds, 1.4% hits | AID 652067;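 active = activation above the mean of all tested compounds plus 3 SD, cut at about 5.5% in these data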;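 note: 100% = response to 3 µM Δ7-dafachronic acid high control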
# * marks the source's active call; other numbers are inactive results.
SMILES,DAX1 inh-1,PG9 Ab binder,hgDAF12 agonist,ssDAF-12 act,HGIII-sPLA2 inh,Rev-erbA mod,SMARCA2 activ,FXN GAA850 act,PLC-beta3 inh,DAX1 inh-2,hcDAF-12 act
CC(C)OCC(O)Cn1c(N2CCCC2)nc2c1c(=O)[nH]c(=O)n2C (centres undefined),-0.1,0.4,1.9,-1.0,4,2,0,0.2,0,0.3,-0.2
CSc1ccc(NC(=O)NCc2cccnc2)cc1,-0.4,-2.2,-0.2,-1.0,-4,2,2,2.5,-3,0.8,-0.5
COC(=O)CCc1c(C)c(C(=O)c2cc(F)c(F)c(F)c2F)c2ccccn12,-0.8,-1.6,1.0,-1.5,2,3,0,-2.0,-3,0.3,1.2
Cc1cccc(-n2c(SCc3cc(=O)n4ccsc4n3)nc3ccccc3c2=O)c1,-0.1,0.8,0.8,-0.3,11,-7,0,1.1,0,0.6,-2.0
COc1ccc(-n2ncc(S(=O)(=O)c3ccccc3)c2-c2ccc(Cl)cc2)cc1,-1.5,0.2,-1.8,-1.9,-6,6,1,2.8,3,-0.3,-1.5
Cn1cc(CN2CCCCC2c2ccccn2)c(-c2ccc3c(c2)OCCO3)n1 (centres undefined),0.1,-2.3,1.7,-1.4,-1,-3,1,1.8,2,0.8,0.8
CC(=O)N1CCn2c3c(c4cc(C)ccc42)CCCC31 (centres undefined),1.0,-1.8,5.2,-1.7,3,4,8.7*,1.2,-84,-1.2,0.1
CCOc1ccc(C(=O)NC(=S)Nc2ccccc2N2CCCCC2)cc1[N+](=O)[O-],0.0,-0.8,1.9,-1.6,4,3,-1,1.6,-2,2.2,2.4
Cc1ccnc(SCc2cc(=O)c(OC(=O)c3ccc(S(=O)(=O)N(C)C)cc3)co2)n1,0.1,-2.0,-2.1,-0.7,1,-1,-4,1.4,5,0.2,1.5
O=C(CN(CCc1ccccc1)S(=O)(=O)c1ccc(Br)cc1)N/N=C/c1ccccc1C(=O)O,0.2,0.3,0.0,-1.1,-9,-5,-2,0.0,1,1.0,-1.8
COc1ccc(CCNC(=O)Cc2cccc(C(F)(F)F)c2)cc1OC,-0.1,0.9,3.9,-1.2,3,4,0,1.6,-3,-0.2,-0.1
CCS(=O)(=O)N1CCN(c2nc(-c3ccccc3)cs2)CC1,0.3,-0.4,1.2,-1.1,-3,3,0,0.1,-1,0.5,-2.2
CCOC(=O)C1=C(C(F)(F)F)Nc2ncnn2C1c1ccc(OC)c(OC)c1OC (centres undefined),0.0,-1.6,0.1,-1.7,6,3,-3,1.2,0,-0.3,-0.3
CC(=O)C(Cc1cnc(Cl)s1)(Cc1cnc(Cl)s1)C(C)=O,-0.5,-1.2,-1.0,-1.3,-9,6,3,1.6,4,1.7,-0.1
O=C1/C(=C/c2ccc(F)cc2)SC(=S)N1CC(=O)N1CCCCC1c1cccnc1 (centres undefined),-0.6,-4.0,0.0,-1.1,1,0,-1,-2.1,-6,-0.4,0.2
c1ccc(Cc2nnc3sc(-c4ccccn4)nn23)cc1,-0.8,0.1,2.9,-1.2,-3,-1,-1,1.1,0,-0.5,-0.9
CC(=O)CC1(O)C(=O)N(Cc2ccccc2)c2ccccc21 (centres undefined),0.8,0.6,0.3,-1.1,1,0,4,-1.3,4,-1.0,0.1
O=C1CCC/C1=C/Nc1cccc(F)c1,-0.3,-2.7,0.3,-1.4,-34,4,-1,1.7,-2,-0.2,-0.9
CCOCCCn1c(SC(C(=O)Nc2cc(C)ccc2C)c2ccccc2)nnc1-c1ccc(Cl)cc1 (centres undefined),-0.3,1.0,-1.3,-1.3,20*,0,-4,0.6,-3,0.0,-2.8
O=C(CCCN1C(=O)/C(=C/c2ccc3c(c2)OCO3)SC1=S)Nc1cccc(C(=O)O)c1,-2.8,-1.5,-5.0,-2.2,-17,-1,-7,-6.3,-15,-0.2,-6.5
O=C(Nc1ccccn1)c1ccc(CN(c2ccccc2)S(=O)(=O)c2ccccc2)cc1,-1.1,-1.4,0.5,-2.6,-11,-2,-2,-0.1,1,-1.4,-2.7
CC1CCN(C(=O)CSc2nncn2C)CC1,0.0,0.3,0.6,-1.3,3,0,0,-0.5,-1,1.2,-1.4
CCN1C(=O)c2ccc(C(=O)NCc3ccccc3)cc2C1=O,-0.6,-0.7,-0.7,-0.9,-2,5,2,-0.8,1,0.4,0.5
Cc1c(Cl)cccc1NC(=S)N(Cc1cccnc1)Cc1ccccc1Cl,-1.3,0.1,-2.3,-2.4,-6,-1,-3,-2.8,4,-0.2,-3.3
COc1c(F)c(F)c(C(=O)O)c(Nc2cc(C)cc(C)c2)c1F,-0.2,-2.8,-3.0,-1.8,6,-8,-2,-0.5,0,0.6,-1.8
CCCc1c(C(=O)N/N=C(\C)c2ccc(CC(C)C)cc2)nnn1-c1nonc1N,0.6,-1.2,-0.5,-0.8,-1,2,-2,-0.4,4,-0.5,-1.3
Cc1ccc(Cl)cc1N1CCN(C(=O)COc2ccc(S(=O)(=O)NC(C)C)cc2)CC1,-4.6,-0.7,-4.5,-1.9,-22,5,-3,-1.7,-2,-2.7,-3.7
CC(=O)c1ccc(OCC(=O)Nc2ccc3c(c2)OCO3)cc1,0.2,-0.4,3.4,-1.4,-3,-4,0,-0.7,1,0.0,0.2
COc1ccccc1NC(=O)CSc1ccc(-c2ccccn2)nn1,-0.5,-3.7,-5.0,-0.8,11,2,-3,5.1,-1,0.2,0.8
COc1ccc(C(C(=O)NC2CCCC2)N(C(=O)c2snc(-c3ccc(F)cc3)c2N)c2ccc(OC)cc2)cc1 (centres undefined),0.0,5.8,0.4,-0.9,-10,8,2,0.9,-12,-0.3,1.2
Cc1ccc(S(=O)(=O)NCCC(=O)NCC(c2ccco2)N2CCCCC2)cc1C (centres undefined),-0.4,1.0,1.4,-0.8,-11,-6,-2,-1.0,0,-0.6,-1.3
COc1cccc(C2C(C(=O)c3ccc(C)o3)=C(O)C(=O)N2CCN2CCOCC2)c1OC (centres undefined),0.8,3.3,1.6,-0.5,-2,-2,4,4.0,-16,0.5,1.9
CC1=NN(c2ccc(C)cc2C)C(=O)C1C(c1ccccc1O)C1C(=O)N(c2ccc(C)cc2C)N=C1C (centres undefined),-0.4,-0.8,-3.4,-0.3,-7,0,4,0.8,6,-1.4,-0.2
COCCCn1c(SCC(=O)NCc2ccccc2)nc2ccccc2c1=O,-0.7,-2.0,-2.2,-1.6,-2,-2,-1,-0.1,-2,-1.4,-1.3
c1ccc(CN2CCN(c3ncccn3)CC2)cc1,-0.1,-2.0,-0.6,-1.5,17,0,-1,3.6,-1,1.0,-0.6
Nn1c(COc2ccccc2F)nnc1SCC(=O)NC1CCCCC1,-0.6,1.0,7.8,-0.6,1,5,0,0.2,-3,0.1,0.4
CC(OC(=O)c1ccc(NC(N)=O)cc1)C(=O)Nc1ccc2c(c1)OCCO2 (centres undefined),0.5,-1.9,0.3,-1.4,0,5,-3,0.3,6,-0.7,-2.0
CCCc1cc(C(=O)NC2CCCCC2)no1,1.8,0.6,13*,0.5,-1,1,3,5.0,4,1.0,1.9
COCCNS(=O)(=O)c1ccc(C2CNC(=O)C2)cc1 (centres undefined),1.2,-1.7,2.1,-1.5,-1,-3,-1,-1.2,5,5.2*,0.2
CC1=C(C(=O)Nc2ccccc2)C(c2ccc(Cl)cc2)n2c(s/c(=C/c3cccc(OCC(=O)O)c3)c2=O)=N1 (centres undefined),0.1,-0.8,3.5,-0.7,-25,0,3,2.2,-6,-0.6,-1.6
O=S(=O)(Nc1cccc(CCc2ccccn2)c1)c1ccc2ccccc2c1,-0.2,-0.3,-1.4,-1.2,-45,-4,-5,0.9,-1,-0.2,-1.1
COCCNC(=O)c1onc(CSc2ccc(C(C)C)cc2)c1C(=O)O,0.2,0.6,-0.2,-1.0,-8,-3,1,-0.5,-7,1.1,-1.1
O=C(OCC(=O)N1CCCc2ccccc21)c1cccc(S(=O)(=O)N2CCOCC2)c1,-0.8,1.5,1.1,-1.1,1,2,-2,0.2,-8,0.2,-0.2
COc1ccc(N(CC(=O)NCCSCc2ccccc2C)S(=O)(=O)c2ccccc2)cc1,-0.9,-0.4,-1.8,-1.6,-6,4,-3,-0.4,-9,-0.6,-2.0
CC(C)(C)n1nnc(CCc2nnn(C(C)(C)C)n2)n1,0.2,-0.6,-1.4,-1.4,-5,-5,2,1.5,4,-0.9,-0.8
CCN(CC)S(=O)(=O)c1ccc(N2CCOCC2)c(NC(=O)C2CCCC2)c1,0.2,-0.6,-2.2,-1.7,-3,-1,-1,4.3,1,-0.1,0.1
N#Cc1ccc(NCC(=O)Nc2ccc(S(=O)(=O)N3CCCCC3)cc2)cc1,-1.1,-1.8,2.4,-0.6,-19,-5,-1,1.1,-1,-0.2,0.1
O=C1CCN(Cc2ccccc2)S(=O)(=O)c2c(F)cc(F)cc21,0.6,-2.9,0.9,-0.6,-21,2,0,-1.8,1,-0.6,-1.9
CCCOc1ccc(CNC(=O)C2CCN(c3nnc(N4CCCC4=O)s3)CC2)cc1,-0.2,-0.2,2.6,-0.4,7,-1,-3,-2.1,-4,1.9,2.5
CC(C)(C)OC(=O)N[C@@H](Cc1ccccc1)c1nnc(SCC(=O)O)o1,-0.2,2.0,-0.2,-1.1,-4,6,1,-0.4,-3,0.5,-1.1
CC(C)(C)N=Cc1cc(-c2ccccc2)sc1O,1.6,-2.0,12*,-0.1,10,-2,2,0.6,1,1.9,1.4
OCC1(CCCc2ccccc2)CCN(C2CCC2)CC1,-0.8,0.3,0.3,-1.1,-2,-4,1,1.5,-4,1.4,1.1
COCc1ccc(C(=O)NC2CC(C)(C)Cc3c2cnn3-c2ccc(OC)cc2)o1 (centres undefined),3.2,1.2,-1.4,-1.0,-6,4,-2,2.2,-4,0.4,-1.3
CCCCn1c(N)c(N(CCOC)C(=O)C2CCN(S(=O)(=O)c3ccccc3)CC2)c(=O)[nH]c1=O,0.1,-0.6,2.0,-0.2,6,0,0,0.9,-32,-0.9,-0.1
Cc1ccc(S(=O)(=O)N2CCN(C(=O)Cc3ccccc3)CC2)cc1,0.2,1.6,0.0,-1.5,-3,-5,-2,0.5,2,1.9,-0.5
COc1cc(C(=O)Nc2nnc(S(=O)(=O)N3CCCCCC3)s2)cc(OC)c1OC,0.1,2.5,-2.0,-0.8,-25,-6,-3,1.7,-109,-0.2,-1.7

# An excerpt from above, limited to DAX1 inh-1 and DAX1 inh-2:
smiles | DAX1 inh-1 | DAX1 inh-2
CCCCn1c(N)c(N(CCOC)C(=O)C2CCN(S(=O)(=O)c3ccccc3)CC2)c(=O)[nH]c1=O | 0.1 | -0.9
Cc1ccc(S(=O)(=O)N2CCN(C(=O)Cc3ccccc3)CC2)cc1 | 0.2 | 1.9
